Screens (PubChem BioAssay)
SUMO1 PPI mod – modulators of human SUMO1-mediated protein-protein interactions. inhibition, % at 20 µM. actives 0.33% (n = 360,000). SUMO1 binding to a labelled peptide, TR-FRET, 1 h. AID 602429; in the data active = inhibition above about 37%
Target sequence (P63165 whole entry, looked up): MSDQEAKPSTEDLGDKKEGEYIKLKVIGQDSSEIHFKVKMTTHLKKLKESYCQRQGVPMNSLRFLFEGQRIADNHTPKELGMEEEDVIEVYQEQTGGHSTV
PABP1 MLLE inh – blocks PAM2 peptide binding to the PABP1 MLLE domain. P11940. GST-MLLE / FITC-PAM2 fluorescence polarization. inhibition, % at 20 µM. actives 0.36% (n = 360,000). AID 588489; in the data active = inhibition above about 35%, passing the limit was not always enough;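 note: plate controls were DMSO wells with GST-MLLE for no effect and wells lacking GST-MLLE protein for full effect; some results filed as inactive read as strong as hits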
Scp-1 inhibitor – inhibitors of human Scp-1 phosphatase; Recombinant Scp1, phosphopeptide, malachite green phosphate absorbance; Q9GZU7; AID 493091; actives 0.88% (n = 340,000); inhibition, % at 20 µM;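 active = inhibition above about 50% at 20 µM, limit read from the data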;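 note: plate controls were DMSO wells with enzyme for no effect and wells lacking enzyme for full effect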
Target sequence (Q9GZU7 76-261 limits assumed): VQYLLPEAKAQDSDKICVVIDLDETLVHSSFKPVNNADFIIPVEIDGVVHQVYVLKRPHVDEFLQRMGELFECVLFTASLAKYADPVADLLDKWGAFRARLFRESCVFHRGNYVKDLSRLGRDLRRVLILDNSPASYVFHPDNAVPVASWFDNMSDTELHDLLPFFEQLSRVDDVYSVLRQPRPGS
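Incubation: 45 min enzyme reaction at room temperature / System: truncated SCP-1 phosphatase (76-261aa) / Reagent: Phospho 17-mer peptide substrate / Buffer or medium: Acidic Tris acetate buffer with magnesium and detergent / Signal: absorbance at 630 nm / Doses: one concentration, 20 µM, with 1.0% DMSO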
LMPTP block – blocks human LMPTP phosphatase | AID 651560 | P24666 | inhibition, % at 20 µM | actives 0.22% (n = 360,000) | recombinant LMPTP-A, OMFP fluorogenic substrate, fluorescence intensity;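 active = compounds that cut the enzyme signal by at least half of the control window in the single-dose screen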;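 note: plate controls were DMSO wells with enzyme plus substrate for no effect and substrate without enzyme for full effect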
Target sequence (P24666 whole entry, looked up): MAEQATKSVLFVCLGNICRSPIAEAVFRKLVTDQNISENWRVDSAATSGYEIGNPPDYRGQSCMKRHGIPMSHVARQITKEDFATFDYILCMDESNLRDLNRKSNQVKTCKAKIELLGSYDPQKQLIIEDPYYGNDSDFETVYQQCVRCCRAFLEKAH
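Test system: LMPTP-A phosphatase enzyme; input: 0.625 nM LMPTP-A final; reagent: OMFP substrate, 400 µM final; compound dosing: 20 µM single dose, 3% DMSO; incubation: 50 min dark incubation at room temperature; measured by: endpoint fluorescence intensity from OMFP dephosphorylation; measure: % inhibition relative to no-enzyme and uninhibited control wells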
NadD block – blocks S. aureus nicotinate mononucleotide adenylyltransferase; purified NadD enzyme, colorimetric absorbance read-out; inhibition, % at 20 µM; actives 0.78% (n = 360,000); AID 602399; in the data active = inhibition above about 26%; note: some compounds past the cut are filed as inactive
Rpn11 inh – blocks the human proteasome subunit Rpn11; O00487; human 26S proteasome, Ub4-pepOG fluorescence polarization; 20S core pre-blocked with epoxomicin; calls only at 20 µM; actives 0.59% (n = 360,000); AID 588493;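 active = inhibition at 20 µM, scaled to each plate's controls, above about 33%, limit read from the data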
DNMT1 block – DNMT1 (human) enzyme inhibition; inhibition (reported as % activation of signal), % at 10 µM; P26358; actives 0.83% (n = 360,000); DNMT1 molecular beacon, Hinp1I cleavage, fluorescence; AID 588458; in the data active = inhibition above about 50%
STEP block – STEP (human) phosphatase inhibition; AID 588621; recombinant STEP, OMFP fluorogenic substrate, fluorescence; P54829; inhibition, % at 20 µM; actives 0.25% (n = 360,000);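 active = inhibition at 20 µM, scaled per plate between control wells, above about 37%, limit read from the data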;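 note: 0% = DMSO with enzyme and substrate and 100% = substrate only without enzyme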
Target sequence (P54829 whole entry, looked up): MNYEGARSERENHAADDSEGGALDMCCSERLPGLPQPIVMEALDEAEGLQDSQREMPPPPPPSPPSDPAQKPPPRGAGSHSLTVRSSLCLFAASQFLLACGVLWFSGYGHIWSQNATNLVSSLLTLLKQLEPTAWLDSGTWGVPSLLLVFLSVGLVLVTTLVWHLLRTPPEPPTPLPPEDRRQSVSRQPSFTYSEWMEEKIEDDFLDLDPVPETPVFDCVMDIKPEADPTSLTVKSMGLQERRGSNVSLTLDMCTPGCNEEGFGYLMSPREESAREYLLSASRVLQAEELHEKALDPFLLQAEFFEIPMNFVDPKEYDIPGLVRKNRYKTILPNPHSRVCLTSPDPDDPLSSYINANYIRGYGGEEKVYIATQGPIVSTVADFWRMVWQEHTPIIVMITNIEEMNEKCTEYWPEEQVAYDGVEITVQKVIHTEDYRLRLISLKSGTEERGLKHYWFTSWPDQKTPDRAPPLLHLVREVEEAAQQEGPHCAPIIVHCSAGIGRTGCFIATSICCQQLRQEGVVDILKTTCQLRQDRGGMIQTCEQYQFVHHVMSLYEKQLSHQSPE
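Test system: STEP tyrosine phosphatase / Reagent: OMFP at 25 µM / Doses: 20 µM, 1% DMSO / Read-out: percent inhibition scaled to no-enzyme and uninhibited-enzyme controls, plate-pattern corrected / Detection: FITC-channel fluorescence of OMFP product / Medium: Bis-Tris buffer pH 6.0, 2.5 mM DTT, 0.005% Tween 20 / Schedule: 20 min at room temperature, dark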
CSN deneddyl inh – inhibitors of human CSN-mediated cullin deneddylation | Q92905 | Purified CSN, SCF-Nedd8-OG deneddylation, fluorescence polarization | inhibition, % at 12.5 µM | actives 0.38% (n = 360,000);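 active = pattern-corrected inhibition above about 35%, with an unprinted fluorescence ratio check between 0.5 and 1.5, limit read from the data, passing the limit was not always enough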;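 note: 0% = enzyme with substrate and 100% = substrate without enzyme; some results filed as inactive read as strong as hits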
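Material: purified human Csn5 enzyme expressed in HEK293T cells / Medium: Tris buffer pH 7.5, NaCl, DTT, Tween-20, trehalose, ovalbumin / Compound dosing: 12.5 µM single point / Schedule: 90 min incubation of compound, enzyme and substrate at room temperature / Signal: fluorescence polarization of the substrate / Control set: no-enzyme wells high, enzyme-with-substrate wells low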
TbMetRS inhib – Trypanosoma brucei MetRS inhibition; purified T. brucei MetRS, ATP depletion, Kinase-Glo luminescence; inhibition, % at 11.9 µM; actives 0.4% (n = 360,000);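 active = inhibition above a per-plate cutoff of the control wells' mean inhibition plus 3 SD, cut at about 5.5% in these data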;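 note: 0% = DMSO wells median and 100% = median of wells with control inhibitor compound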
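System: purified T. brucei MetRS enzyme / Detection: Kinase-Glo luciferase luminescence reporting remaining unconsumed ATP / Medium: HEPES buffer with MgCl2, KCl, DTT, spermine, BSA, pyrophosphatase / Replication: singlicate, one well per compound / Evaluation: percent inhibition relative to median high and low control wells / Schedule: 2 h aminoacylation at 25 °C after 15 min preincubation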
An asterisk follows results filed as active; i = inactive; · = not tested or not shown; + = active, no number.

1	O=C(O)COc1ccccc1/C=N/Nc1ccc(S(=O)(=O)Nc2ccc(Cl)cc2)cc1[N+](=O)[O-]
2	CC(Oc1ccc(Cl)cc1Cl)C(=O)NNC(=O)c1ccncc1 (stereo not drawn)
3	COc1cc(-c2nnc(SCC(=O)Nc3cc(C)on3)n2C)cc(OC)c1O
4	O=C(Nc1cc(Cl)ccc1-n1cncn1)c1ccc([N+](=O)[O-])s1
5	O=C(C1=NN[C@@H]2C(=O)N(c3cccc(F)c3)C(=O)[C@H]12)C(c1ccccc1)c1ccccc1
compound no.	1	2	3	4	5
STEP block	0	-2	-3	3	-3
CSN deneddyl inh	-7	-4	5	7	-16
TbMetRS inhib	-0.1	-0.3	-0.2	0.3	0.9
SUMO1 PPI mod	18	-1	1	-19	-9
NadD block	26	0	-2	5	10
PABP1 MLLE inh	-3	4	-7	-68	-8
Scp-1 inhibitor	-12	-6	0	-7	-9
DNMT1 block	-24	4	1	-10	-14
LMPTP block	4.5	-0.8	-0.8	1.0	1.9
Rpn11 inh	i	i	i	i	i

6	Cc1c(C)n(-c2ccccc2)c2ncnc(NCCCN(C)C)c12
7	CCOC(=O)C(C)Sc1ncc(-c2ccccc2)cn1 (stereo not drawn)
8	Cc1cc(NC(=O)CCc2ccccc2)c([N+](=O)[O-])cc1C
9	COc1ccccc1C(=O)N/C(=N/c1nc(C)cc(C)n1)Nc1ccccc1
10	Cc1ccc(COCC(CC(C)C)N2CCN(C(=O)c3cccc(C(F)(F)F)c3)CCC2=O)cc1 (stereo not drawn)
compound no.	6	7	8	9	10
STEP block	2	3	1	-1	1
CSN deneddyl inh	-3	-2	0	1	2
TbMetRS inhib	0.6	-0.2	-0.5	0.2	-0.4
SUMO1 PPI mod	0	3	-21	-1	1
NadD block	-9	-6	-7	6	-3
PABP1 MLLE inh	3	-3	-4	4	1
Scp-1 inhibitor	-7	-9	-10	8	-3
DNMT1 block	-1	0	-5	-3	5
LMPTP block	-2.3	-1.1	0.8	1.3	1.5
Rpn11 inh	i	i	i	i	i

Reprinted from the part before: 2 compounds, then new ones.
9	COc1ccccc1C(=O)N/C(=N/c1nc(C)cc(C)n1)Nc1ccccc1
10	Cc1ccc(COCC(CC(C)C)N2CCN(C(=O)c3cccc(C(F)(F)F)c3)CCC2=O)cc1 (stereo not drawn)
11	Cn1cnc2cc(NS(=O)(=O)c3ccc(Br)cc3)ccc21
12	COc1cc2c(cc1OC)CN(C(=O)CN1CCN(S(=O)(=O)c3ccccc3Br)CC1)CC2
13	Cc1ccc(SCc2cn3cccnc3n2)cc1
14	Cc1ccc(S(=O)(=O)N2CCN(C(=O)COC(=O)c3ncc(Cl)c(Cl)c3Cl)CC2)c(C)c1
15	O=C(CSc1nc(-c2ccccc2)cc(=O)[nH]1)Nc1ccccn1
compound no.	9	10	11	12	13	14	15
STEP block	-1	1	4	2	5	-5	-4
CSN deneddyl inh	1	2	-6	-6	5	2	2
TbMetRS inhib	0.2	-0.4	0.6	0.2	-1.1	-0.2	-0.9
SUMO1 PPI mod	-1	1	-3	4	1	-1	1
NadD block	6	-3	0	0	-6	0	5
PABP1 MLLE inh	4	1	-7	-6	9	0	24
Scp-1 inhibitor	8	-3	-12	9	-7	-8	-7
DNMT1 block	-3	5	0	-1	1	1	5
LMPTP block	1.3	1.5	0.0	-1.4	-2.7	1.5	-1.5
Rpn11 inh	i	i	i	i	i	i	i

16	CC(C)CNS(=O)(=O)c1cc(C(=O)OCC(=O)c2ccc3c(c2)OCCO3)c(Cl)cc1Cl
17	COc1ccccc1CCN1CCCC(CN(C)C(=O)c2ccc3nc[nH]c3c2)C1 (stereo not drawn)
18	CCCN(CCC)S(=O)(=O)c1ccc(C(=O)NCc2ccc3c(c2)OCO3)cc1
19	O=C(NNC(=S)Nc1ccccc1C(F)(F)F)c1ccc(Br)o1
20	CCCCN(CC)C(=O)C1CCC(=O)N(c2ccc(OC)cc2)C1c1ccc(OC)c(OC)c1 (stereo not drawn)
compound no.	16	17	18	19	20
STEP block	-3	-4	-1	-1	-6
CSN deneddyl inh	2	3	0	15	2
TbMetRS inhib	-0.4	0.7	0.5	-0.3	0.1
SUMO1 PPI mod	-1	-1	2	-2	1
NadD block	1	2	-10	-5	1
PABP1 MLLE inh	15	7	13	15	-4
Scp-1 inhibitor	-5	-5	-7	-14	-10
DNMT1 block	-3	-1	-4	-3	-1
LMPTP block	-0.2	0.6	0.8	0.2	-1.2
Rpn11 inh	i	i	i	i	i

21	Cc1cccc2cc(CN(C(=O)c3cccs3)c3ccccc3)c(=O)[nH]c12
22	CC1(N(O)/C=C2\C=CC=CC2=O)CCCCC1=O (stereo not drawn)
23	CCc1nnc(NC(=O)CSc2nnc(C)n2CC2CCCO2)s1 (stereo not drawn)
24	Cc1cc(=O)oc2c(C)c(OCC(=O)NCCCn3ccnc3)ccc12
25	O=C(CCC(=O)Nc1nnc(C2CCCCC2)s1)NCc1ccc(F)cc1
compound no.	21	22	23	24	25
STEP block	-1	0	0	1	-3
CSN deneddyl inh	3	1	1	2	3
TbMetRS inhib	0.0	-0.6	0.3	-0.5	-0.3
SUMO1 PPI mod	-9	-5	6	2	5
NadD block	-2	-2	1	-1	-7
PABP1 MLLE inh	12	-3	-5	-7	-4
Scp-1 inhibitor	-6	2	2	-3	1
DNMT1 block	2	-2	6	5	4
LMPTP block	1.6	-0.6	-1.7	-1.1	-0.5
Rpn11 inh	i	i	i	i	i

26	Cc1ccccc1N1CCN(Cc2cccc(C(=O)O)c2)CC1
27	O=C(Nc1ccccc1)c1cc(S(=O)(=O)NCc2ccncc2)ccc1Cl
28	COc1cccc(C(=O)c2c[nH]c(C(=O)NCc3ccco3)c2)c1
29	Cc1ccc(Oc2ccc(Cl)cc2NC(=O)c2cnccn2)cc1
30	CCN(CC)C(=O)CN(c1cccc(C(F)(F)F)c1)S(C)(=O)=O
compound no.	26	27	28	29	30
STEP block	-2	2	-2	2	2
CSN deneddyl inh	-3	-1	-5	-3	-3
TbMetRS inhib	0.0	-0.2	-0.5	0.8	-0.9
SUMO1 PPI mod	1	-2	1	-2	-2
NadD block	-5	0	-1	-4	-4
PABP1 MLLE inh	-12	-4	-4	6	7
Scp-1 inhibitor	-8	-9	-7	-9	-5
DNMT1 block	-1	-1	1	4	-8
LMPTP block	0.2	-1.0	1.0	0.2	-1.3
Rpn11 inh	i	i	i	i	i

31	O=S(=O)(NCC1CCCO1)c1cc(Cl)ccc1Cl (stereo not drawn)
32	FC(F)(F)COc1nc(N2CCOCC2)nc(N(c2ccccc2)c2ccccc2)n1
33	O=C(CCn1c(=S)oc2ccccc21)NC1CCCCC1
34	CN1/C(=C/C=N/NC(=O)c2ccc([N+](=O)[O-])cc2)C(C)(C)c2ccccc21
35	Cc1sc2nc(CSCC(=O)N(CCC#N)c3ccccc3)[nH]c(=O)c2c1C
compound no.	31	32	33	34	35
STEP block	-4	5	-2	4	-1
CSN deneddyl inh	-4	-5	2	0	8
TbMetRS inhib	-0.7	0.0	-0.6	1.6	-0.4
SUMO1 PPI mod	2	-1	-1	-22	-3
NadD block	-1	-5	-6	4	8
PABP1 MLLE inh	-2	-5	-11	-3	-38
Scp-1 inhibitor	0	6	-2	-3	-3
DNMT1 block	5	0	1	-6	-2
LMPTP block	0.6	3.6	2.5	0.5	1.5
Rpn11 inh	i	i	i	i	+

36	S=C(NC1CCCC1)N1CCN(c2cccc(Cl)c2)CC1
37	O=C(/C=C/c1ccc(O)c(O)c1)OCCc1ccccc1
38	O=C(CCCOc1ccccc1)Nc1cccnc1
39	N#Cc1cccc(NC(=O)Nc2cccs2)c1
40	COc1ccc(CNC(=O)C(=O)NCCC2CCCCN2S(=O)(=O)c2ccccc2)cc1 (stereo not drawn)
compound no.	36	37	38	39	40
STEP block	5	0	7	2	2
CSN deneddyl inh	0	2	-1	4	2
TbMetRS inhib	-1.4	-0.1	0.0	5.5	0.1
SUMO1 PPI mod	0	-10	3	2	5
NadD block	-5	-4	2	6	1
PABP1 MLLE inh	-153	-12	-3	6	-10
Scp-1 inhibitor	-2	-14	-5	-14	-12
DNMT1 block	-2	2	3	-11	1
LMPTP block	0.2	1.3	-0.2	1.1	0.4
Rpn11 inh	i	i	i	i	i

41	CC1(C(=O)Nc2ccc3nc[nH]c3c2)CCN1C(=O)C1(c2ccccc2)CC1 (stereo not drawn)
42	COc1cc2c(cc1OC)/C(=C/C#N)NC(C)(C)C2
43	Cc1ccc(C)c(NS(=O)(=O)c2cc(C(N)=O)ccc2C)c1
44	Cc1ccc(NC(=O)Cn2cccc2)cc1Cl
45	CN(CC(=O)Nc1ccccc1Br)C(=O)C1CCN(C(=O)c2ccc(Cl)cc2)CC1
46	CC(C)NC(=O)c1c(O)c2cccc3c2n(c1=O)CCC3
47	CC(C)c1ccccc1NCC(=O)N1CCN(Cc2ccccc2)CC1
compound no.	41	42	43	44	45	46	47
STEP block	-3	2	1	1	-4	0	2
CSN deneddyl inh	1	-7	-1	-1	-2	4	-4
TbMetRS inhib	0.3	-0.4	0.0	-0.3	-0.8	2.2	-0.6
SUMO1 PPI mod	0	-5	2	1	7	5	4
NadD block	1	8	1	-1	-6	-9	-8
PABP1 MLLE inh	-4	-9	0	1	0	7	4
Scp-1 inhibitor	·	-8	1	-4	-7	-2	-8
DNMT1 block	101*	-1	-1	-1	0	-2	-1
LMPTP block	0.7	-1.2	-2.1	-0.8	0.8	0.4	-0.5
Rpn11 inh	i	i	i	i	i	i	i
